GLS inh = glutaminase GLS (human) inhibition | O94925 | actives 0.21% (n = 410,000) | Potency, µM (series often up to 45.5 µM), for inactives: at the highest dose activity change, negative = inhibition, most hits filed as inhibitors | GLS enzymatic activity, qHTS titration; note: potency is the fitted concentration of half-maximal effect; % is set by controls: 0 for no effect and ±100 for the full control effect
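Coupled fluorescence readout: glutamate oxidase/HRP/Amplex Red detect glutamate formed by hKGA from L-glutamine (1 mM solution added). Buffer 45 mM KH2PO4 pH 8.2, 0.02% Tween-20; reads at t0 and 30 min RT.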
HP1b chromo inh = blocks HP1-beta chromodomain binding to methylated histone tails; AlphaScreen HP1-beta / biotin-H3K9me3 peptide binding; AID 540317; actives 0.56% (n = 390,000); P83916; Potency, µM (doses to about 114 µM), inactives show at the highest dose activity change, negative = inhibition, actives largely listed as inhibitors; note: potency is the fitted concentration of half-maximal effect; nearly all actives have a fitted effect of over 70% in size; inactives centre near 23
Target sequence (P83916 whole entry, looked up): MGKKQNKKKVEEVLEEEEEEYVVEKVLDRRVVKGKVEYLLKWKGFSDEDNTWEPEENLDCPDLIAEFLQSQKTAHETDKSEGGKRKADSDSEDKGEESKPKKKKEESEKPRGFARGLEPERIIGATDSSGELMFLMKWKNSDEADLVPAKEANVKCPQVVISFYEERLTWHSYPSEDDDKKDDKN
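AlphaScreen: HP1-beta (50 nM) preformed 30 min with biotin-H3(1-18)K9me3 peptide (50 nM) in PBS pH 7.4, 0.01% Tween-20. Compound added for 30 min at RT, then streptavidin donor/nickel chelate acceptor beads (10 ug/mL) for 30 min.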
PGK inhibitor = blocks T. brucei phosphoglycerate kinase | P07378 | PGK/GAPDH coupled, Kinase-Glo luminescence, 60 min | Potency, µM (titrated, usually from 57.5 µM), for the others: top-dose activity change, negative = inhibition, actives largely listed as inhibitors | actives 0.043% (n = 380,000); note: potency is the fitted concentration of half-maximal effect; % is set by controls: 0 for no effect and ±100 for the full control effect; nearly all actives have a fitted effect of over 60% in size
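Recombinant glycosomal PGK reaction used 1,3-bisphosphoglycerate generated in-well by GAPDH (100nM final) in 100mM TEA pH 7.6, 5mM MgCl2, 0.01% Tween-20. After 60 minutes at room temperature, ATP was read by Kinase-Glo Plus luminescence end-point.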
BAZ2B block = BAZ2B (human) inhibition | Q9UIF8 | AlphaScreen BAZ2B-H3K14Ac peptide displacement | Potency, µM (doses to about 114 µM), without a hit: at the top dose activity change, negative = inhibition, usual class: inhibitors | actives 4.4% (n = 360,000) | AID 504333; note: potency is the fitted concentration of half-maximal effect; % is set by controls: 0 for no effect and ±100 for the full control effect; nearly all actives have a fitted effect of over 60% in size
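Compounds, titrated to a top concentration of 110 uM, were incubated 30 min at room temperature with preformed BAZ2B/acetyl-K14 H3 peptide complex (50 nM each). Proximity signal was measured by AlphaScreen after 20 min with beads.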
G9a inh = blocks human histone lysine methyltransferase G9a; G9a H3K9 monomethylation, AlphaScreen, 2 h; Potency, µM (highest dose often 102 µM), for the others: top-dose activity, negative = inhibition, actives largely listed as inhibitors; actives 8.8% (n = 350,000); Q96KQ7; note: potency is the fitted concentration of half-maximal effect; % is set by controls: 0 for no effect and ±100 for the full control effect; nearly all actives have a fitted effect of over 75% in size
Target sequence (Q96KQ7 913-1193 limits assumed): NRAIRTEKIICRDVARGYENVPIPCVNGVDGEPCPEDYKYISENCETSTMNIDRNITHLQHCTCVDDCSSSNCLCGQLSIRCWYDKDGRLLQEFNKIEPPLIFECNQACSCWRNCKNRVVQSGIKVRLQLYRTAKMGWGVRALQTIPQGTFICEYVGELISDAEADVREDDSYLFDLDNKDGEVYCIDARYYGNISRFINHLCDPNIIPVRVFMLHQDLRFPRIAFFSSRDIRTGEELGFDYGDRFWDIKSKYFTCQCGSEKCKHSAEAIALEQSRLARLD
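Using a bead-based AlphaScreen, monomethylated H3K9 product from 2 h room-temperature reactions (G9a 20 nM, peptide 500 nM, SAM 20 uM) was detected with 0.5 ug/mL rabbit anti-H3K9me1 antibody.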
ERG Ets-DNA blk = ERG Ets/DNA interaction inhibition | Potency, µM (doses to about 76.9 µM), for inactives: top-dose FP activity, negative = inhibition, actives largely listed as inhibitors | P11308 | actives 0.028% (n = 370,000) | fluorescence polarization, His-ERG Ets domain / labelled DNA; active = well fitted inhibition curve with a large enough effect in the polarisation, with a control signal flat; inconclusive = small, poorly fitted or top-dose-only effect, or effect the other way, or a change in a side signal; inactive = no such curve, though single readings can be large or run the other way; the % refers to the polarisation;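 note: polarization taken with two DNA probes labelled with fluorescein and Texas red; potency is the fitted concentration of half-maximal effect; % of control where 0% means no effect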
Target sequence (P11308 whole entry, looked up, the tested form may be a part): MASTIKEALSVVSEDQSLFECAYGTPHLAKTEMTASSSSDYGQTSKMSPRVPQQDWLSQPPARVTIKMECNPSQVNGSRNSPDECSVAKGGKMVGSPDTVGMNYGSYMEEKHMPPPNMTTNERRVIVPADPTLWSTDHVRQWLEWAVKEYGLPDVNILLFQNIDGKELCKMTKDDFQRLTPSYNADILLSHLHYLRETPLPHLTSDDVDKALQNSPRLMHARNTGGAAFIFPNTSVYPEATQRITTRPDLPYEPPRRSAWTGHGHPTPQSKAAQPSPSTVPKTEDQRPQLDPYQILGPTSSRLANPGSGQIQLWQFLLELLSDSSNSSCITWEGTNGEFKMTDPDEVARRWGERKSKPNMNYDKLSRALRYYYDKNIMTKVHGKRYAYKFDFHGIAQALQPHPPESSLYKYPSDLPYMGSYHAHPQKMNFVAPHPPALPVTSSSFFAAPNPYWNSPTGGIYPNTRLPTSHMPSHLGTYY
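His-tagged ERG Ets domain (1 uM in the protein solution; 300mM KCl, 50mM Tris-HCl, 1mM EDTA, 1mM DTT, pH 7.5) received compound, then a probe mix of 5 nM fluorescein-DNA and 100nM Texas-615-DNA. Fluorescence polarization was read for both dyes.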
JMJD2A Tudor inh = JMJD2A Tudor domain (human) inhibition; actives 4.4% (n = 390,000); AlphaScreen JMJD2A-Tudor / H3K4me3 peptide binding; Potency, µM (series often up to 114 µM), inactives show at the top dose activity change, negative = inhibition, actives largely listed as inhibitors; O75164; AID 504339; note: potency is the fitted concentration of half-maximal effect; % is set by controls: 0 for no effect and ±100 for the full control effect; nearly all actives have a fitted effect of over 50% in size
PI4K2A inh = inhibitors of human PI4K2A. AID 1346378. activity change, negative = inhibition, % at 76.9 µM. purified PI4K2A, ADP-Glo luminescence, 1 h; hits give low values. actives 0.13% (n = 420,000). Q9BTU6; in the data active = activity change below about -50%; inconclusive = mostly about -30% to -49%;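 note: -100% = wells without enzyme as full effect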
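Compounds are screened against recombinant PI4K2A using PI as substrate and ATP, the latter dispensed at 300 microM. Reactions run one hour at ambient temperature before ADP-Glo detection; full inhibition defined by wells lacking enzyme.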
Pin1 inh = inhibitors of human Pin1; Pin1 FP peptide displacement, HiFluor488, 10 min; Potency, µM (highest dose often 115 µM), for inactives: at the highest dose activity, negative = inhibition, actives largely listed as inhibitors; actives 0.009% (n = 390,000); Q13526; active = well fitted inhibition curve with a large enough effect in the polarisation, with a control signal flat, not every such curve was filed as active; inconclusive = small, poorly fitted or top-dose-only effect, or effect the other way, or a change in a side signal; inactive = no such curve, though single readings can be large or run the other way; the % refers to the polarisation; note: potency is the fitted concentration of half-maximal effect; % is set by controls: 0 for no effect and ±100 for the full control effect
Active calls of the source: *; i = inactive; ? = inconclusive; / = no result given; & = joins results of further samples; [ ] = remark or other dose. Unless noted, calls come from the whole dose curve; as a rule, active = well fitted curve in the direction sought with a large enough effect; inconclusive = small, poorly fitted or top-dose-only effect, or another doubt; inactive = no such curve, though single readings can be large; an effect the other way counts as inactive or inconclusive.

GLS inh	HP1b chromo inh	PGK inhibitor	BAZ2B block	G9a inh	ERG Ets-DNA blk	JMJD2A Tudor inh	PI4K2A inh	Pin1 inh	compound
-8%	51%[activator]	-1%	?	?	-6%	-8%	4	0%	CCOC(=O)[C@H]1[C@H]2COc3ccccc3[C@@H]2N2C(=O)c3cc(OC)c(OC)cc3NC(=O)[C@@]12C
-6%	35%	-3%	18%	-2%[59 µM]	-3%	-2%	1	-7%	O=C(CN(CCCN1CCOCC1)C(=O)Cn1nnc(-c2ccc(F)cc2)n1)NC1CCCCC1
13%	3%	7%	/	-30%[59 µM]	-7%	?	-1	1%	COc1cc(OC)c(NC(=O)C(Cc2ccccc2)NS(=O)(=O)c2cccc3nsnc23)cc1Cl (stereo not drawn)
24%	-10%	5%	-15%	/	-3%	-25%	1	41%[activator]	O=[N+]([O-])C(/C=C(/Cl)[N+](=O)[O-])=C(N1CCCCC1)N1CCCCC1
4%	27%	2%	-22%	12%[59 µM]	-6%	-8%	0	8%	COC(=O)c1sccc1S(=O)(=O)N(CC(=O)Nc1cc(C)ccc1C)c1ccc(C)c(C)c1
-11%	75%[activator]	-9%	23%	10%[2.33 µM]	2%	22%	-2	-2%	O=C(Nc1ccccc1)c1ccccc1CSc1ccccc1
-19%	-2%	i	2%	7%[59 µM]	-4%	-1%	1	5%	CC(NC(=O)CN(C)S(=O)(=O)c1ccc(Br)s1)c1ccccc1 (stereo not drawn)
1%	31%	-1%	11%	-15%	-1%	-5%	-6	-9%	CCOCc1nnc(NS(C)(=O)=O)s1
-4%	15%	-7%	0%	3%[59 µM]	1%	-15%	-3	6%	CCn1c(=O)c2sccc2n2c(CCC(=O)Nc3ccc(F)cc3)nnc12
15%	22%	7%	4%	22%[59 µM]	-4%	-6%	0	-2%	O=C(CSc1nc2ccccc2o1)NCc1n[nH]c(=O)c2ccccc12
-7%	15%	-1%	?	-36%	11%	-34%	-1	-1%	NCCCNC(=O)Cn1c(=O)c2c3c(sc2n(Cc2ccccc2)c1=O)CCCC3
1%	-17%	i	-35%	-29%[59 µM]	-1%	-24%	-14	38%[activator]	Cc1c(-c2nsc(NC(=O)c3cccs3)n2)nnn1-c1ccc(Cl)cc1
-3%	-10%	-7%	-26%	25%	-14%	9%	5	-2%	O=C(COc1ccc(OCc2ccccc2)cc1)NN=C1CCCC1
0%	16%	i	14%[57.1 µM]	/	9%	-17%	-2	-2%	Fc1cccc(Cl)c1CNCCCSc1ncccn1
-7%	4%	i	-37%	-5%[59 µM]	-13%	-28%	3	-2%	Cn1cccc1CNCc1ccc(F)cc1
?	?	-6%	?	/	-4%	35µM*	0	-5%	COc1ccc(N/N=C(/C(C)=O)N2CCCc3ccccc32)cc1
0%	16%	i	1%	-4%[59 µM]	-3%	-2%	8	-2%	N/C(=N\OC(=O)CC1CCCCC1)c1cccnc1
6%	36%	-6%	-5%	?	-9%	-10%	0	0%	CC(=O)N1CCC(N2CCN(c3ccccc3F)CC2)CC1
4%	16%	-2%	?	-9%	5%	-14%	1	0%	CCCNC(=S)N1CCC(NC(=O)c2ccc(C)cc2)CC1
7%	-10%&6%	-1%	-25%	20%[12.7 µM]	7%	?	2	20%&-2%	COc1ccc(C(CCN2CCCC2)c2c(OC)cc(OC)c3c(-c4ccccc4)cc(=O)oc23)cc1 (stereo not drawn)
0%	47%[activator]	0%	-1%	-4%[59 µM]	-2%	2%	1	-1%	COc1ccc(-n2ccn(Cc3ccccc3C)c(=O)c2=O)cc1
6%	11%	-7%	4%	10%[59 µM]	3%	-6%	-2	-5%	CCC1CCCCN1C(=O)Cn1c(=O)oc2cc(S(=O)(=O)N3CCCCC3)ccc21 (stereo not drawn)
0%	26%	-6%	3%	5%[12.7 µM]	1%	-20%	-1	0%	Cc1c(C(=O)OCC(C)(C)CN(C)C)oc2ccccc12
2%	7%	i	-36%	1%[0.501 µM]	/	-17%	-3	6%	CCN(CC(=O)Nc1ccc(NC(C)=O)cc1)C(=O)c1ccc(NC2CC2)c([N+](=O)[O-])c1
-4%	28%	-9%	-1%	5%[59 µM]	-2%	-14%	-4	2%	COc1cc(/C=C(\C#N)C(=O)Nc2ccc(C)cc2)ccc1OCc1cc(=O)n2nc(C)sc2n1
-14%	54%[activator]	-9%	9%	4%[12.7 µM]	5%	4%	1	0%	CCN(CC(=O)Nc1ccc(Br)cc1)C(=O)c1nc2nc(C)cc(C)n2n1
4%	-4%	/	-37%	?	/	-27%	-8	-12%	COc1ccc(C2=Nc3cccc4cccc(c34)N2)cc1
-12%	31%	-7%	-19%	7%	3%	-12%	1	0%	CCOC(=O)c1ccc(N2C(=O)CC(C)(CC)CC2=O)cc1
-8%	28%	-5%	1%	25%	-4%	-4%	2	-1%	O=C(Nc1c2c(nn1-c1ccccc1)CS(=O)(=O)C2)c1ccco1
14%	21%	-2%	/	/	-17%	-8%	-5	-7%	CCN(C[C@H]1N[C@@](CC)(C(=O)OC)[C@H]2C(=O)N(C)C(=O)[C@@H]12)S(=O)(=O)c1ccc(F)cc1
-5%	30%	-6%	-1%	1%	4%	-20%	-1	19%	CCOc1cccc(-c2nnc(SCC(=O)Nc3cccc(OC)c3)n2N)c1
-9%	?	-9%	-4%	5%[12.7 µM]	11%	79µM*	-7	2%	C/C=C\C=C/C(=O)Nc1cccc(C2=NOC3(C2)C[C@@H](C(N)=O)N(C(=O)CCCCC)C3)c1 (stereo partly drawn)
-9%	49%[activator]	-4%	32%	-3%[12.7 µM]	-5%	4%	5	5%	Cc1cccc(Oc2ccccc2NC(=O)C2=COCCO2)c1
-20%	137%[activator]	-5%	105%[activator]	289%[activator]	-10%	110%[activator]	-8	2%	COC(=O)c1ccc(CSc2nc3cc(Cl)ccc3s2)o1
3%	33%[activator]	-9%	-1%	11%	8%	-3%	-5	-4%	CC(=O)NCCc1nc2cc(NC(=O)Nc3ccccc3)ccc2n1C
-11%	66%[activator]	-1%	16%	45%[59 µM]	3%	-19%	2	-1%	Cc1cc(NC(=O)c2cccnc2)cc(-c2nc3cc(Cl)ccc3o2)c1O
15%	33%	-9%	3%	-12%[12.7 µM]	-5%	-15%	-7	-9%	O=C(O)CCC1=C2c3ccccc3CCN2C(=O)CC1
23%	-2%	-2%	-32%	18µM*	4%	-23%	-2	-6%	COc1c(F)c(F)c(C(=O)Nc2ccc(N3CCN(Cc4ccccc4)CC3)cc2)c(F)c1F
0%	25%	i	-5%	20%	22%	-5%	2	0%	Clc1c2c(nc3ccccc13)CCC2
-1%	9%	-6%	-1%	11%[59 µM]	11%	-12%	6	1%	COc1ccc(CNC(=O)c2ccc[nH]2)cc1
13%	17%	-11%	-22%	-9%	0%	-15%	-2	-1%	O=[N+]([O-])c1cccc(S(=O)(=O)c2cccc([N+](=O)[O-])c2)c1
-7%	38%	i	0%	15%[59 µM]	-8%	-8%	-3	4%	COc1ccc(C(=O)NCC(=O)OCc2nc(N)nc(Nc3ccccc3C)n2)cc1
-10%	35%	-1%	8%	7%[0.501 µM]	-6%	-10%	-7	-5%	COC(=O)C(CC(C)C)NC(=O)c1cccs1 (stereo not drawn)
0%	37%	6%	-22%	47%[59 µM]	-7%	-8%	1	6%	O=C(CC1S/C(=N/N=C/c2ccco2)NC1=O)Nc1ccccc1 (stereo not drawn)
-7%	58%[activator]	-3%	0%	24%[59 µM]	-2%	-1%	-5	3%	COc1nc(-c2ccc(Cl)cc2)nnc1C

Ordered by count of non-hydrogen atoms (highest first): 3 of the compounds above.
GLS inh	HP1b chromo inh	PGK inhibitor	BAZ2B block	G9a inh	ERG Ets-DNA blk	JMJD2A Tudor inh	PI4K2A inh	Pin1 inh	compound
-8%	51%[activator]	-1%	?	?	-6%	-8%	4	0%	CCOC(=O)[C@H]1[C@H]2COc3ccccc3[C@@H]2N2C(=O)c3cc(OC)c(OC)cc3NC(=O)[C@@]12C
-5%	30%	-6%	-1%	1%	4%	-20%	-1	19%	CCOc1cccc(-c2nnc(SCC(=O)Nc3cccc(OC)c3)n2N)c1
-11%	66%[activator]	-1%	16%	45%[59 µM]	3%	-19%	2	-1%	Cc1cc(NC(=O)c2cccnc2)cc(-c2nc3cc(Cl)ccc3o2)c1O

Further entries follow.
GLS inh	HP1b chromo inh	PGK inhibitor	BAZ2B block	G9a inh	ERG Ets-DNA blk	JMJD2A Tudor inh	PI4K2A inh	Pin1 inh	compound
1%	?	-4%	32µM*	4.5µM*	7%	20µM*	0	3%	Clc1ccc(CN2CCC(Cc3ccccc3)CC2)cc1
-1%	21%	0%	-4%	-1%[59 µM]	14%	-6%	4	10%	COC(=O)c1ccc(C)c(NC(=O)CCNC(=O)c2ccc([N+](=O)[O-])cc2)c1
-5%	22%	-5%	3%	-9%	-4%	-2%	6	-3%	COC(=O)c1cccc(NC(=O)CN(c2ccc3c(c2)OCO3)S(C)(=O)=O)c1C
-8%	?	?	79µM*	10%[12.7 µM]	-11%	?	2	0%	COc1ccc(NC(=O)COC(=O)c2cc3c(s2)CCC3)cc1
0%	24%	-8%	-7%	?	-9%	-13%	8	-3%	COc1ccccc1C(=O)NNC(=O)C12CC3CC(CC(C3)C1)C2

Bioassay records as filed in PubChem.
